S100A4 inh HTS – blocks human S100A4 binding to myosin IIA peptide | P26447 | S100A4/TAMRA-MyoIIA peptide fluorescence polarization | inhibition, % at 10.7 µM | 360,000 tested, 0.14% active;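 active = mean inhibition of at least 70% across replicates, with every replicate also reaching that level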
Target sequence (P26447 whole entry, looked up): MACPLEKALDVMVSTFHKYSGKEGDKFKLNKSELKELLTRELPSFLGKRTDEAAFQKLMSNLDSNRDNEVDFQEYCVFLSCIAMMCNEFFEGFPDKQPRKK
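Material: S100A4 monomer protein / Buffer or medium: 50 mM HEPES pH 7.2, 10 mM CaCl2, 100 mM KCl / Times: 5 min incubation before reading / Benchmarks: neutral control DMSO, positive control TFP / Reagent: labelled myosin peptide probe, 5 nM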
PglD DTNB – PglD (C. jejuni) enzyme inhibition | purified PglD enzyme, DTNB colorimetric CoA detection | inhibition, % at 12.5 µM | 360,000 tested, 0.098% active | AID 602405; in the data active = inhibition above about 16%, passing the limit was not always enough; also: strong numbers were not always called active
LGR2 inh – inhibitors of bursicon-induced Drosophila LGR2 receptor cAMP signaling | HEK293 LGR2, CRE-luciferase, bursicon-stimulated, 4 h | inhibition, % at 9.99 µM | 380,000 tested, 0.35% active | AID 720647;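 active = drop in luminescence signal, shown as inhibition above about 50% in the replicate tests, limit read from the data, passing the limit was not always enough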;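 also: agonist challenge used bursicon conditioned medium at about half maximal strength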
FN deposit inh – fibronectin deposition inhibition; inhibition, % at 12.6 µM; 350,000 tested, 0.086% active; AID 743247; AH1F fibroblasts, Alexa488-fibronectin deposition fluorescence, overnight;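 active = mean inhibition across replicates of 30% or more, regardless of how many single replicates reach that level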;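 also: positive control wells lacked labelled fibronectin entirely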
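Assay system: AH1F fibroblasts assembling fluorescent fibronectin matrix; Amount: 10000 AH1F cells per well; Buffer or medium: DMEM, 2% serum; Probe or stimulus: Alexa488-fibronectin, 24 nM final in well; Doses: single compound dose, delivered by pin transfer; Incubation: 1 h adhesion, overnight exposure; Measured by: fluorescence 485/525 nm; Read-out: fibronectin deposition inhibition.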
ERAP1 inh – inhibitors of human ERAP1 aminopeptidase; AID 652197; Q9NZ08; inhibition, % at 10.7 µM; 340,000 tested, 0.15% active; recombinant ERAP1, Leu-AMC fluorescence, 60 min;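 active = mean replicate inhibition of at least 30%, or all replicates individually reaching that 30% level; inactive = mean below 30% and not every replicate reaching it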;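 also: 0% = neutral control wells and 100% = L-leucinethiol positive control wells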
Target sequence (Q9NZ08 whole entry, looked up): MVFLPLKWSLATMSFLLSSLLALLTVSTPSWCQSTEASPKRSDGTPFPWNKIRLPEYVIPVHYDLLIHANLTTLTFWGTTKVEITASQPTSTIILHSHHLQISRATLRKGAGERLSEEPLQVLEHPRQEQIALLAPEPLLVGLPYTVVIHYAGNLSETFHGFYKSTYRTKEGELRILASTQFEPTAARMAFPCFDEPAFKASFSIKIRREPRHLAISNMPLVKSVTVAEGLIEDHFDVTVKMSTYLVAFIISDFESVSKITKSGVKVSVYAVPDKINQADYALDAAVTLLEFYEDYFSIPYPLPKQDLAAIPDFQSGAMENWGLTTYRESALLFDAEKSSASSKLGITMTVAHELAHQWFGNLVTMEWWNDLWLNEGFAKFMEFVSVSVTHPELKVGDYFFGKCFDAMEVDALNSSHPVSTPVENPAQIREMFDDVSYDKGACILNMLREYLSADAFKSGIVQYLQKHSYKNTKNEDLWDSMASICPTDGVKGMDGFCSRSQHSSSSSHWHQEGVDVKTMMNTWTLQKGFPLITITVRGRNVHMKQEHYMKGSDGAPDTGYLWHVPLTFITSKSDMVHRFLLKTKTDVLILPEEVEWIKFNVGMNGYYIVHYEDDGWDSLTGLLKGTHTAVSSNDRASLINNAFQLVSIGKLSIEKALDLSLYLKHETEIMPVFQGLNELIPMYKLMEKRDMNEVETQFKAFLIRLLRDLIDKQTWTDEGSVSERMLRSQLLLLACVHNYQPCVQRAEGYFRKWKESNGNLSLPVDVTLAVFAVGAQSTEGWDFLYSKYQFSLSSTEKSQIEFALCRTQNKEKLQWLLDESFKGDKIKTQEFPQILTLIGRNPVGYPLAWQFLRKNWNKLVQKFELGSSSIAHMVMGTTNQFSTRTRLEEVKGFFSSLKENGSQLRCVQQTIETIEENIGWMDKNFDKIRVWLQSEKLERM
EWS-Fli inh – inhibitors of EWS/Fli oncoprotein transcriptional activity; A673 NR0B1-luciferase reporter, viability-normalised; inhibition, % at 12.6 µM; 350,000 tested, 0.67% active; AID 651661;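 active = mean inhibition of at least 50% after viability correction, with every replicate also passing that limit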;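 also: firefly luciferase signal divided by Alamar Blue viability fluorescence both relative to DMSO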
PAX8 inh HTS – PAX8 transcriptional activity inhibition. RMG-I TPO-luciferase reporter, SteadyGlo, 24 h. inhibition, % at 12.6 µM. 360,000 tested, 1.2% active;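 active = mean replicate inhibition at least 60% with every replicate also reaching 60%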;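 also: luciferase light reporting Pax8 driven TPO promoter activity; plate controls were median of neutral control wells for no effect and mitoxantrone controls for full effect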
PGC1a acetyl inh – lowers PGC1a acetylation signal in U2OS cells | AID 651687 | 350,000 tested, 0.17% active | AlphaScreen anti-acetyl-lysine; with virally co-expressed GCN5 acetyltransferase | inhibition, % at 15.6 µM;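 active = every replicate shows inhibition of at least 40%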;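 also: 0% = neutral control wells and 100% = positive control wells; some results beyond the cut were filed as inactive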
Numbers without * were called inactive; x = not tested or not shown; & = joins results of further samples. Outcome played no part in choosing rows. Share with any hit: about 2.1%.

Sequence of screens – PAX8 inh HTS	PGC1a acetyl inh	ERAP1 inh	EWS-Fli inh	PglD DTNB	LGR2 inh	S100A4 inh HTS	FN deposit inh
CN(C(=O)CSc1nnc(-c2c[nH]c3ccccc23)n1C1CC1)C1CCS(=O)(=O)C1 (stereo unspecified)
→ 15	0	4	6	0	-4	-18	0
NC(=O)C1=C[C@@H](c2csc3ccccc23)C[C@@H](OCCCCO)O1
→ 20&25	5&10	1&-1	-2&-10	1&-2	-6	7&-4	8
Cc1noc(C)c1NC(=O)N(C)C[C@H]1Oc2ncc(C#CC3CCCCC3)cc2C(=O)N([C@@H](C)CO)C[C@H]1C
→ x	5	0	0	-2	16	6	-8
CO[C@H](CN(C)C(=O)Nc1ccc(F)cc1)[C@H](C)CN(Cc1ccccc1Cl)[C@H](C)CO
→ x	-5	1	-5	2	-1	-5	9
Cc1onc(-c2c(F)cccc2Cl)c1C(=O)N1CCN(c2ncc(Br)cn2)CC1
→ 7	x	5	10	x	8	0	2
Cc1ccc(C(CNS(=O)(=O)c2ccc(C)cc2)N2CCN(C)CC2)cc1 (stereo unspecified)
→ -5	x	-5	0	3	8	-1	-6
CN(Cc1cccc(F)c1)C(=O)CNS(=O)(=O)c1ccc2ccccc2c1
→ 5	x	0	0	3	3	-1	3
O=C(O)CCn1c(=O)oc2cc(S(=O)(=O)N3CCCC3)ccc21
→ 0	0	-6	-3	3	10	-5	3
O=C(N/N=C/c1ccc(-c2ccccc2Cl)o1)c1ccccc1
→ -34	-2	x	x	x	-46	x	4
Cn1nccc1C(=O)Oc1cccc(/C=N/NC(=O)c2ccccc2O)c1
→ -108	x	0	-64	x	-10	0	5
CN(C)/C=C(/C(=O)c1ccc(Cl)cc1)n1cncn1
→ -2	8	-1	5	x	-9	2	-2
COc1ccc(CNC(=O)CCS(=O)(=O)c2ccc3c(c2)CC(C)N3C(=O)C2CC2)cc1 (stereo unspecified)
→ -6	x	0	-1	x	-3	6	-6
CN(C)c1ccc(C(=S)N2CCCCC2)cc1
→ -18	2	3	-23	1	-40	3	-3
Nc1cc(Cl)ccc1C(=O)OCC(=O)N1CCOCC1
→ -66	2	-3	7	-1	-50	2	11
Cc1ncc(CO)c(/C=N/NC(=S)Nc2ccc(Cl)c(Cl)c2)c1O
→ 26	x	-3	-3	x	2	4	2
CCCCCC(=O)Nc1cccc(-c2nc3ncccc3o2)c1
→ x	-18	0	4	5	1	-5	x
O=C(COC(=O)/C=C/c1cccc(Cl)c1)Nc1cccc(S(=O)(=O)NC2=NCCC2)c1
→ -2	2	1	-2	3	2	-6	0
COc1ccccc1CC(=O)N1CCN(c2ccccc2)CC1
→ 24	-9	1	4	-46	3	-1	0
NC(=O)C1CCCN1S(=O)(=O)c1ccc2ccccc2c1 (stereo unspecified)
→ 7	x	1	4	1	-18	-11	x
COC(=O)c1ccc(C)c(NC(=O)c2ccc(Cn3cc([N+](=O)[O-])cn3)o2)c1
→ 0	0	3	7	-1	3	-6	6
Cc1ccc(C2CC(=O)C=C(NCc3ccccc3)C2)cc1 (stereo unspecified)
→ 11	-3	0	45	1	-4	-7	-2
CC(C)NC(=O)N1[C@@H](CO)[C@@H](c2ccccc2)C12CN(Cc1cc(F)cc(F)c1)C2
→ 5	-4	-5	3	x	7	10	-8
COc1ccc(C(=O)COC(=O)Cn2[nH]c(=O)c3ccccc3c2=O)c(OC)c1
→ x	-3	-2	-1	4	13	-2	-3
COc1ccc(NC(=O)N2C[C@H](O)COC[C@@H]3O[C@H](CC(=O)N4CCN(C)CC4)CC[C@H]32)cc1
→ -4	5	1	-8	0	8	-12	2
CN1CCN(C(=O)C[C@@H]2CC[C@@H]3[C@@H](COc4ccc(NC(=O)c5cscn5)cc4C(=O)N3C)O2)CC1
→ -6	9	2	2	0	6	13	-4
CCNC(=O)C[C@@H]1CC[C@@H]2[C@H](COc3ccc(NC(=O)c4ccc5c(c4)OCO5)cc3C(=O)N2C)O1
→ -6	2	0	12	2	-23	3	-11
C[C@H](CO)N1C[C@H](C)[C@H](CN(C)C(=O)NC2CCCCC2)Oc2ccc(NC(=O)Nc3cccc4ccccc34)cc2C1=O
→ 37	-24	-1	17	5	16	-7	5
COc1ccc(-c2[nH]ncc2-c2cscn2)c(O)c1
→ 5	7	-2	-8	x	13	-3	x
C[C@H](CO)N1C[C@H](C)[C@H](CN(C)C(=O)Nc2ccc(C(F)(F)F)cc2)Oc2ccc(NS(=O)(=O)c3ccc(F)cc3)cc2CC1=O
→ -18	7	-4	-6	1	12	14	x
Cc1ccc(S(=O)(=O)N(C)C[C@@H]2OCCCC[C@H](C)Oc3ccc(NC(=O)Nc4cccc5ccccc45)cc3C(=O)N([C@@H](C)CO)C[C@H]2C)cc1
→ -9	-14	2	-6	2	-5	-28	-10
C[C@@H]1CN([C@H](C)CO)C(=O)c2cc(NC(=O)CCC(F)(F)F)ccc2O[C@@H]1CN(C)C(=O)Nc1ccc(C(F)(F)F)cc1
→ 14	-2	0	4	6	-7	3	x
COc1ccccc1-c1nnc(SC(C)C(=O)O)n1-c1ccccc1 (stereo unspecified)
→ 6	x	0	-1	x	-5	0	x
O=C(COc1cccc2cccnc12)Nc1ccccc1
→ -69	x	4	-11	x	-77	-12	2
Cc1ccc(NC(=O)Cn2c([N+](=O)[O-])cnc2C)cc1Cl
→ 0	-1	1	-1	7	-11	-7	-1
O=C(Nc1ccon1)c1ccc(S(=O)(=O)N2CCOCC2)cc1
→ 9	x	x	21	x	14	-3	-2
CN(C)C(=O)CN1c2cccc3cccc(c23)S1(=O)=O
→ 17	8	0	-2	-5	-4	-9	0
O=C(COC(=O)c1ccco1)Nc1nc2c(F)c(F)c(F)cc2s1
→ -7	x	2	-14	-1	-10	-13	1
Fc1ccc(C2CC(c3ccc(F)cc3)n3ncnc3N2)cc1 (stereo unspecified)
→ 3	-22	x	x	1	x	x	2
CCOc1ccc(Nc2nc(N)c3ccccc3n2)cc1
→ 42	x	-44	69*	0	96*	-2	3
O=C(c1cccc(F)c1)N1CCCCN2[C@H](CO)[C@H](c3ccc(-c4cncnc4)cc3)[C@H]2C1
→ -9	11	0	-11	-1	-16	11	x
Cc1ccccc1CCNC(=O)C1CCC(=O)N(Cc2ccc(Cl)cc2)C1 (stereo unspecified)
→ -3	1	-1	-5	-1	-1	0	-2
COc1cccc(NC(=O)CN(C)C(=O)CCC(=O)c2cc(C)sc2C)c1
→ 7	1	-2	-1	4	2	-4	8
CCCN(CC(=O)Nc1ccccc1OC)C(=O)c1ccc2ncsc2c1
→ 8	1	2	1	-10	0	19	8
Cc1cc(NC(=O)COC(=O)CSCc2ccc(Cl)c(Cl)c2)no1
→ x	x	4	3	2	1	-2	x
Cc1cccc(NC(=O)C(c2ccccc2Cl)N2CCOCC2)c1 (stereo unspecified)
→ 20	-8	-5	2	x	15	4	-5
CCN(CC(=O)Nc1c(F)cccc1F)C(=O)C(C)SCc1nc2sc(C)c(C)c2c(=O)[nH]1 (stereo unspecified)
→ x	4	3	3	-5	-16	-22	-1
O=C(Nc1ncc(Cc2ccccc2Cl)s1)c1ccc(-c2cccc([N+](=O)[O-])c2)o1
→ 2	-7	x	x	2	34	x	-5
Cc1noc(C)c1NC(=O)N[C@@H]1CC[C@@H](CCNC(=O)C2CCC2)O[C@@H]1CO
→ -1	3	3	3	3	-6	0	x
CC(C)(C)OC(=O)CC1(C#N)c2ccccc2C(Br)=CN1C(=O)c1ccccc1 (stereo unspecified)
→ 36	-28	-1	15	-1	18	-1	-3
CCOC(=O)C1CCN(CC(=O)N2CCc3ccccc32)CC1
→ 21	-1	-4	8	0	7	2	2
CCOc1ccc(NC(=O)CNC(=O)c2ccc(OC)cc2)cc1
→ 12	-1	1	13	x	-1	1	6
COc1cccc(NC(=O)Nc2ccc3c(c2)OC[C@H](C)NC[C@@H](C)[C@H](OC)CN(C)C3=O)c1
→ x	-1	-4	-3	-3	-2	-2	-7
CS(=O)(=O)N1CCCC(c2nc(-c3ccc(S(=O)(=O)NCc4ccccc4)cc3)no2)C1 (stereo unspecified)
→ x	1	-1	22	1	12	-2	x
O=C(COCc1ccccc1)N[C@@H]1c2ccccc2CC[C@@H]1OCc1ccccc1
→ 11	x	0	10	-2	-3	-3	-1
COc1ccc(-c2c(NC(=O)c3ccco3)n(C)c3ccccc3c2=O)cc1
→ x	-1	x	x	-1	x	-5	-6&5
CCN(C(=S)NC(=O)C1CC1)c1ccccc1
→ 6	0	5	-2	0	5	12	0
CCOc1cc(C=C(C#N)C#N)ccc1Oc1ccc([N+](=O)[O-])cn1
→ -18	7	0	-4	x	9	0	20
CCN(CC)c1nc(C=Cc2ccc(N(C)C)cc2)c2nccnc2n1
→ -1	x	3	37	0	35	10	-155
NC(=O)c1c[nH]c2ccccc12
→ x	20	x	-16	4	x	-4	x
COc1cccc(NC(=O)CN2C(=O)NC(c3ccccc3)(c3ccccc3)C2=O)c1
→ -14	-11	-7	4	6	11	-12	6

(further entries)
Sequence of screens – PAX8 inh HTS	PGC1a acetyl inh	ERAP1 inh	EWS-Fli inh	PglD DTNB	LGR2 inh	S100A4 inh HTS	FN deposit inh
Cc1cccc(N2CCN(S(=O)(=O)c3ccc4c(c3)OCCO4)CC2)c1C
→ 3	4	-3	8	-8	9	-2	-8
O=C(Nc1ccc(F)cc1)C1CCN(c2nnnn2-c2ccccc2)CC1
→ 17	-18	x	x	1	x	x	6
C[C@H](CO)N1C[C@H](C)[C@@H](CN(C)C(=O)Cc2ccncc2)Oc2cc(C#Cc3ccccc3F)ccc2S1(=O)=O
→ -17	-11	-2	11	-2	2	1	x
Cc1ccsc1C(=O)OCC(=O)N1C(C)CCCC1C (stereo unspecified)
→ -15	-4	0	-19	0	-34	-3	-2
CC(=O)O[C@H]1[C@H](C)OC=C[C@@H]1OC(C)=O
→ -26	13	-3	-13	-1	-2	4	2
CC(=O)N1CCN(CC(=O)Nc2ccccc2C(=O)Nc2ccccc2)CC1
→ -6	-6	0	3	-2	-11	3	-3
Cc1ccccc1-c1nnc(-c2ccc(Cl)cc2)o1
→ x	-11	-2	-137	6	-69	-4	x
CC1=CC(=O)C2=C(C)CC[C@@H]3[C@H](OC(=O)[C@H]3C)[C@@H]12
→ -10	7	-3	-1	1	17	0	-2
Cc1nn(C)c(C(=O)N/N=C/c2ccccc2)c1[N+](=O)[O-]
→ -3	3	x	x	2	x	x	7
O=c1ncn(-c2cccc([N+](=O)[O-])c2)c2ccccc12
→ 11	2	3	-2	-1	6	-2	2
CCN1CCN(CCOc2ccccc2OCc2ccccc2)CC1
→ -14	-5	1	2	x	14	20	-13
COCCC(=O)N1CCC(Oc2ccc(C(=O)NCCc3cn[nH]c3)cc2)CC1
→ 0	-2	-5	x	-2	7	0	1

A draw from above in order of heavy-atom count, ascending:
Sequence of screens – PAX8 inh HTS	PGC1a acetyl inh	ERAP1 inh	EWS-Fli inh	PglD DTNB	LGR2 inh	S100A4 inh HTS	FN deposit inh
CC1=CC(=O)C2=C(C)CC[C@@H]3[C@H](OC(=O)[C@H]3C)[C@@H]12
→ -10	7	-3	-1	1	17	0	-2
Cc1ccccc1-c1nnc(-c2ccc(Cl)cc2)o1
→ x	-11	-2	-137	6	-69	-4	x
O=c1ncn(-c2cccc([N+](=O)[O-])c2)c2ccccc12
→ 11	2	3	-2	-1	6	-2	2
C[C@H](CO)N1C[C@H](C)[C@@H](CN(C)C(=O)Cc2ccncc2)Oc2cc(C#Cc3ccccc3F)ccc2S1(=O)=O
→ -17	-11	-2	11	-2	2	1	x

Bioassay records as filed in PubChem.
